Bioassay records as filed in PubChem.
D2 antag: HTS Assay for Allosteric Antagonists of the Human D2 Dopamine Receptor: Primary Screen for Antagonists; D(2) dopamine receptor (Homo sapiens), P14416; HEK293 TREx D2 cells, calcium flux, dopamine EC80; inhibition, % at 10 µM; 340,000 tested, 2% active; in the data active = inhibition above about 30%; also: 0% is about no effect
Target sequence (P14416 whole entry, looked up): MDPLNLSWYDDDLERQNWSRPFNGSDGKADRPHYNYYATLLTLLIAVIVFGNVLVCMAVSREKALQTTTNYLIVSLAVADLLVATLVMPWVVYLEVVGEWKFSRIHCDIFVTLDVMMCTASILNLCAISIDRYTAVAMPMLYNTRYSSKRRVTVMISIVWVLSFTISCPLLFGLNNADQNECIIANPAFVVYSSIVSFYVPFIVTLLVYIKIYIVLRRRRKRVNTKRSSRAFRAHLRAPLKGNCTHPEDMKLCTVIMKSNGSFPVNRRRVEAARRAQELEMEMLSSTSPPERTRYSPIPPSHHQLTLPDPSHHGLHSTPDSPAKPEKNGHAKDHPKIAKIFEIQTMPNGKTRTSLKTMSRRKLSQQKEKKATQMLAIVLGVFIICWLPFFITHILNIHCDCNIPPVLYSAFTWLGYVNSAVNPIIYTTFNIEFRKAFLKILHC
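Antagonism is scored as inhibition of an EC80 dopamine-evoked calcium signal in a force-coupled, tetracycline-inducible HEK293 T-REx D2 line, with compound present 180 s before agonist.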
12-LOX inh: Primary qHTS assay for inhibitors of human arachidonate 12S-lipoxygenase (ALOX12): Round 2. Potency, µM (titrated, usually from 108 µM), for inactives: at the highest dose activity change, negative = inhibition, actives largely listed as inhibitors. 580,000 tested, 1.1% active. AID 1671190, 2021. purified 12hLO, xylenol orange hydroperoxide absorbance; also: potency is read from the fitted curve at half-maximal effect; % is scaled to controls: 0 for no effect and ±100 for the full control effect
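Purified human 12hLO at 150 nM in 25 mM Hepes, 0.01% Triton X-100, pH 7.0, preincubated 15 min at room temperature with compound. Reaction started with 40 uM arachidonic acid, 30 min at room temperature. Hydroperoxide measured by Fe-xylenol orange, 573/405 nm absorbance ratio.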
RGS4 inh: Inhibitors of Regulator of G Protein Signaling (RGS) 4: qHTS; Regulator of G-protein signaling 4 (Homo sapiens), P49798; Transcreener GDP fluorescence polarization, RGS4-accelerated GTP hydrolysis; Potency, µM (top dose mostly 114 µM), for the others: at the highest dose activity change, negative = inhibition, usual class: inhibitors; 390,000 tested, 0.039% active; AID 504845, 2011; also: potency is read from the fitted curve at half-maximal effect; % is scaled to controls: 0 for no effect and ±100 for the full control effect; nearly all actives have a fitted effect of over 75% in size; some results filed as inactive show a strong effect at the top dose
Target sequence (P49798 whole entry, looked up): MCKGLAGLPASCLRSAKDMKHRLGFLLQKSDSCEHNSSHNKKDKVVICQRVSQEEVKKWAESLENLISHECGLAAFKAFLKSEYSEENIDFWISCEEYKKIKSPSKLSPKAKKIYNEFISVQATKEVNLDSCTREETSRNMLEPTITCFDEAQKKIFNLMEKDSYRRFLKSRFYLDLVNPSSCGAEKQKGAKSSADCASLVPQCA
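MLSMR compounds (23 nl, pin-transferred) preincubated 10 min at room temperature with a 500nM (2x) first reagent, then RGS4 at 900nM (2x) plus Transcreener GDP mix added; fluorescence polarization (620/688 nm) read before and after 90 min at 30 °C.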
ERG-DNA inh: qHTS for Small Molecule Inhibitors of the ERG Ets/DNA interaction; Transcriptional regulator ERG (Homo sapiens), P11308; fluorescence polarization, His-ERG Ets domain / labelled DNA; Potency, µM (highest dose often 76.9 µM), for the others: at the top dose FP activity, negative = inhibition, most hits filed as inhibitors; 370,000 tested, 0.028% active; AID 624246, 2012; active = well fitted inhibition curve with a large enough effect in the polarisation, with a control signal flat; inconclusive = small, poorly fitted or top-dose-only effect, or effect the other way, or a change in a side signal; inactive = no such curve, though single readings can be large or run the other way; the % refers to the polarisation;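 also: polarization taken with two DNA probes labelled with fluorescein and Texas red; potency is read from the fitted curve at half-maximal effect; % of control where 0% means no effect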
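His-tagged ERG Ets domain (1 uM in the protein solution; 300mM KCl, 50mM Tris-HCl, 1mM EDTA, 1mM DTT, pH 7.5) received compound, then a probe mix of 5 nM fluorescein-DNA and 100nM Texas-615-DNA. Fluorescence polarization was read for both dyes.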
D2 ag: HTS Assay for Allosteric Agonists of the Human D2 Dopamine Receptor: Primary Screen for Agonists; D(2) dopamine receptor (Homo sapiens), P14416; HEK293 T-REx D2 cells, calcium flux agonist mode; activation, % at 2 µM; 340,000 tested, 0.53% active; AID 485358, 2010;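 active = activation over 3 SD above normal in the single-dose calcium agonist read, cut at about 30% in these data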; also: 0% is about no effect
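Tetracycline-induced HEK293 T-REx cells with force-coupled D2 receptor, plated overnight at 30 C, loaded with no-wash calcium dye. After a 10 s baseline, compound was pin-added and calcium flux read kinetically for 180 s; calcium rises flagged agonists.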
GRP78 ERSR act: qHTS for Inducers of the Endoplasmic Reticulum Stress Response (ERSR) in Human Glioma: qHTS | U87-MG GRP78 promoter luciferase reporter, 16 h | 420,000 tested, 0.02% active | Potency, µM, inactives show at the top dose activation, usual class: activators | AID 602332, 2012; also: potency is read from the fitted curve at half-maximal effect; series mostly up to about 76 µM; % of control where 0% means no effect; nearly all actives have a fitted effect of over 35% in size
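Stably transfected U87-MG human glioma cells carrying a GRP78-based luminescent sensor were seeded at 1000 cells/well, pin-dosed with compounds and incubated 16 h. Luciferase reagent was then added, and end-point luminescence was read after 10 min at room temperature.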
LDHA inh: qHTS assay for inhibitors of human lactate dehydrogenase. 480,000 tested, 0.15% active. L-lactate dehydrogenase A chain (Homo sapiens), P00338. activity change, % (values are at about 110 or 230 µM). AID 1347041, 2019. purified LDHA, NADH/diaphorase-resazurin fluorescence; hits give low values; in the data active = activity change below about -30%; inconclusive = mostly about -25% to -30%;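 also: plate controls were DMSO wells for no effect and wells without enzyme for full effect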
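Human LDH5 (2 nM) was incubated with 0.06 mM NADH and 0.2 mM pyruvate for 5 min at room temperature in Tris pH 7.4. Remaining NADH was coupled through diaphorase/resazurin, and resorufin fluorescence was read at 0 and 20 min.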
Vif-A3G inh: qHTS for Inhibitors of Vif-A3G Interactions: qHTS; DNA dC->dU-editing enzyme APOBEC-3G (Homo sapiens), Q9HC16; HeLa A3G-eYFP + Vif (tagged APOBEC3G with the HIV-1 protein that degrades it), YFP fluorescence, overnight; Potency, µM (titrated, usually from 46.1 µM), without a hit: at the highest dose activity, negative = active, most hits filed as inhibitors; 410,000 tested, 0.076% active;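 also: potency is read from the fitted curve at half-maximal effect; % is scaled to controls: 0 for no effect and ±100 for the full control effect; nearly all actives have a fitted effect of over 60% in size; hits raise eYFP signal because A3G escapes Vif-driven loss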
Target sequence (Q9HC16 whole entry, looked up): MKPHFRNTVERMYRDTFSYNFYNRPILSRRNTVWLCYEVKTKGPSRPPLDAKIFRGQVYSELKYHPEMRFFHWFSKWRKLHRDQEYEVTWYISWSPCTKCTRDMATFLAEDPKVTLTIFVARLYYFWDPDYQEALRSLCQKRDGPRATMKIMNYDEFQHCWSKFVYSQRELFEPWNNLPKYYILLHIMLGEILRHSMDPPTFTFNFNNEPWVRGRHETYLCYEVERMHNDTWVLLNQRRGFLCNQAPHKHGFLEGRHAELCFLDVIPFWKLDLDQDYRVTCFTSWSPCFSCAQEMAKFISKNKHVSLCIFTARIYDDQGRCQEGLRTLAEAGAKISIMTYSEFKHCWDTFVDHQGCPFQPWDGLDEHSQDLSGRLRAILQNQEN
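Read-out is eYFP fluorescence (Ex 488/Em 500-530) from Vif-expressing HeLa A3G-eYFP cells; more signal means A3G escaped Vif-mediated degradation. Cells plated overnight, compound pinned in, incubated overnight at 37 deg C.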
Vif-APOBEC3F blk: qHTS for Inhibitors of Vif-A3F Interactions: qHTS; HeLa A3F-eYFP + Vif (tagged APOBEC3F with the HIV-1 protein that degrades it), YFP fluorescence increase; AID 602313, 2012; Potency, µM (highest dose often 46.1 µM), for the others: at the top dose activity, negative = active; 390,000 tested, 0.2% active; also: potency is read from the fitted curve at half-maximal effect; % of control where 0% means no effect; nearly all actives have a fitted effect of over 65% in size
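HeLa cells stably expressing A3F-eYFP plus Vif, plated and incubated overnight at 37 deg C, then exposed to compounds overnight at 37 deg C. Blocked degradation read as raised yellow fluorescence (Ex 488/Em 500-530).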
* marks the source's active call; other numbers are inactive results; ? = inconclusive; · = not tested or not shown; & = joins results of further samples; [ ] = another dose, or the depositor's remark. Unless noted, calls follow the shape of the dose curve; as a rule, active = well fitted curve in the direction sought with a large enough effect; inconclusive = small, poorly fitted or top-dose-only effect, or another doubt; inactive = no such curve, though single readings can be large; an effect the other way counts as inactive or inconclusive. A portion of the library (hit frequency here may not be typical).

nr	canonical_smiles	12-LOX inh	ERG-DNA inh	D2 antag	RGS4 inh	LDHA inh
1	O=C(Cc1cccs1)N1CCN(S(=O)(=O)c2ccc(F)cc2)CC1	-10%	-3%	-1	0%	-6
2	COc1cccc([C@@H]2CC=C(C(=O)O)[C@H](c3ccc(C)cc3)N2S(=O)(=O)c2ccc(C)cc2)c1	-8%	1%	·	-7%	-2
3	COc1ccccc1OCC(=O)NNc1c2ccccc2nc2ccccc12	0%	3%	-7	5%	-5
4	NC(=O)c1ccc(NC(=O)COC(=O)CC(NC(=O)c2ccccc2Cl)c2ccccc2)cc1 (stereo not drawn)	-7%	5%	·	2%	-6
5	CC(Oc1ccc(Br)cc1)C(=O)NNC(=O)CCN1CCN(c2ccccc2)CC1 (stereo not drawn)	·	-6%	61*	-20%	-3
6	COc1ccc2[nH]c3c(c2c1)CCN1C(=O)C(CC(=O)NCCC2=CCCCC2)C[C@H](C(=O)N2CCCCC2)[C@@]31C (stereo partly drawn)	-20%	-12%	·	19%	-2
7	COc1cccc(NC(=S)N(Cc2ccco2)C(C)c2ccco2)c1 (stereo not drawn)	-10%	-15%	-3	-9%	-2
8	CNC[C@H]1Oc2c(NS(=O)(=O)c3ccc(F)cc3)cccc2C(=O)N([C@H](C)CO)C[C@@H]1C	5%	11%	·	2%	-3
9	Nc1nonc1-n1nnc(C(=O)N/N=C/c2ccc(OCc3ccccc3)cc2)c1COc1ccc(F)cc1	-11%	2%	1	-8%	-4
10	COC(=O)C1=C(C)NC(=O)NC1c1ccco1 (stereo not drawn)	-4%	-6%	3	10%	-6
11	COc1ccc(/C=C/C(=O)NCCCc2ccccc2)cc1	-18%	10%	1	8%	-1
12	CC(OC(=O)CN1C(=O)c2ccccc2C1=O)C(=O)N(C)c1ccccc1 (stereo not drawn)	-6%	-11%	-14	4%	-5
13	Cc1sc2ncn(CC(=O)NCCc3ccccc3)c(=O)c2c1C	-20%	-5%	6	35%	-1
14	CCCCCC(=O)N1CCN(CCN=CC2=C(O)CC(c3ccc(OC)cc3)CC2=O)CC1 (stereo not drawn)	-11%&22%	1%&5%	-12	-4%&10%	-5&-4
15	CC1CC(=O)Nc2ccccc2N1 (stereo not drawn)	-31%	3%	·	3%	-8

nr	D2 ag	Vif-APOBEC3F blk	GRP78 ERSR act	Vif-A3G inh
1	-0.2	-2%	-4%	-2%
2	·	6%	0%	1%
3	-1.0	-4%	0%	-6%
4	·	3%	0%	-4%
5	38*	4%	-3%	1%
6	·	-8%	0%	4%
7	0.7	1%	3%	-7%
8	·	-3%	-2%	4%
9	1.2	2%	-1%	-2%
10	2.7	19%	-5%	-7%
11	1.5	-13%	7%	1%
12	0.1	7%	-4%	0%
13	1.1	0%	0%	0%
14	-0.8	2%&-7%	-7%&-1%	0%&-14%
15	·	-32%	-3%	1%

New compounds follow.
nr	canonical_smiles	12-LOX inh	ERG-DNA inh	D2 antag	RGS4 inh	LDHA inh
16	O=C(CCN1C(=O)c2ccccc2S1(=O)=O)Nc1cccc(F)c1	2%	-5%	-1	11%	-7
17	Cc1c([N+](=O)[O-])cc(N2C(=O)C=CC2=O)cc1[N+](=O)[O-]	·	-20%	·	-16%	-11
18	Cc1nnc(NC(=O)C2(c3ccccc3)CCOCC2)s1	0%[57.4 µM]	0%	-6	-3%[11.4 µM]	-1
19	Cc1ccc(C(=O)Nc2cccc(S(=O)(=O)N3CCCC3)c2)o1	6%	1%	-4	-2%	-11
20	COc1ccccc1C(=O)NCC(=O)OCC(=O)Nc1ccc2[nH]c(=O)[nH]c2c1	2%	3%	11	-24%	-5
21	Cn1c(CNC(=O)c2ccccc2)nnc1SCC(=O)N1CCN(c2ccccc2)CC1	-3%	2%	11	3%	-3
22	Cc1ccc(N2C(=O)C(NC(=O)c3c(F)cccc3F)(C(F)(F)F)C3=C2CC(C)(C)CC3=O)cc1 (stereo not drawn)	-5%	-22%	6	-11%	2
23	COc1cc(OC)c(CN2CCC(CO)(CCOc3ccccc3)CC2)c(OC)c1	0%	-2%	-15	19%	-1
24	CCCn1c(=O)[nH]c(=O)c2c1nc(-c1ccc(OC)c(Br)c1)n2CCOC	-19%	-7%	-6	-3%	-6
25	CC(=O)C1=C(C)N(Cc2ccccc2)C(=O)N[C@H]1c1ccco1	-60%	8%	-20	-19%	-3
26	CCN(CC)CCNC(=O)/C(=C/c1cn(C)c2ccccc12)NC(=O)c1ccc(OC)c(OC)c1	-8%	-3%	12	20%	-8
27	CC1(C)CN(c2ccc(Br)cc2)C(=O)[C@H]1CC(=O)Nc1ccccc1	?	·	·	·	-2
28	Cc1ccc(NC2CCCN(C(=O)c3ccnc(Cl)c3)C2)cc1C (stereo not drawn)	3%	3%	17	-13%	1
29	CCOC(=O)Cc1csc(NC(=S)NC(=O)C(C)(C)C)n1	-3%	1%	1	-2%	-2
30	CCc1nnc(NC(=O)CSc2nnc(CNC(=O)c3ccc(OC)c(OC)c3)o2)s1	4%	0%	5	1%[56.9 µM]	-6

nr	D2 ag	Vif-APOBEC3F blk	GRP78 ERSR act	Vif-A3G inh
16	-0.1	?	-2%	0%
17	·	3%	-4%	-1%
18	-0.4	5%	-2%	5%
19	-0.1	-4%	-3%	2%
20	0.0	-1%	-3%	-1%
21	1.0	7%	-4%	0%
22	-1.6	3%	-2%	-1%
23	-0.9	9%	-3%	-1%
24	2.7	-9%	-7%	-3%
25	0.1	-26%	-2%	-13%
26	-0.3	-13%	-3%	0%
27	·	-3%	-4%	-1%
28	0.1	-12%	0%	8%
29	1.7	-10%	-2%	4%
30	0.0	-1%	-1%	-1%

Reformatted with two lines to a compound: entries from further up.
Values run as follows: 12-LOX inh	ERG-DNA inh	D2 antag	RGS4 inh	LDHA inh	D2 ag	Vif-APOBEC3F blk	GRP78 ERSR act	Vif-A3G inh
[19] Cc1ccc(C(=O)Nc2cccc(S(=O)(=O)N3CCCC3)c2)o1
→ 6%	1%	-4	-2%	-11	-0.1	-4%	-3%	2%
[21] Cn1c(CNC(=O)c2ccccc2)nnc1SCC(=O)N1CCN(c2ccccc2)CC1
→ -3%	2%	11	3%	-3	1.0	7%	-4%	0%
[29] CCOC(=O)Cc1csc(NC(=S)NC(=O)C(C)(C)C)n1
→ -3%	1%	1	-2%	-2	1.7	-10%	-2%	4%

Other records follow:
nr	canonical_smiles	12-LOX inh	ERG-DNA inh	D2 antag	RGS4 inh	LDHA inh
31	O=C(Cc1cccs1)N1CCN(S(=O)(=O)c2ccc(Cl)c(C(F)(F)F)c2)CC1	-2%	12%	3	-13%	2
32	CC1(C)NC(=O)N(CCC(=O)Nc2ccc(C(C)(C)C)cc2)C1=O	5%	·	·	·	-8
33	C/C(=N\NS(=O)(=O)c1ccc([N+](=O)[O-])cc1)c1ccc(NC(=O)c2ccco2)cc1	-17%	-5%	-5	-12%	-4
34	CN1C(=O)CC(C(=O)Nc2ccc(F)cc2)SC1=Nc1ccc2c(c1)OCO2 (stereo not drawn)	-4%	·	2	4%	0
35	CCC1(CC)NC(=O)N(CC(=O)OCc2nc3cc(C(=O)OC)ccc3c(=O)[nH]2)C1=O	195%[activator]	·	23	-20%	-4

nr	D2 ag	Vif-APOBEC3F blk	GRP78 ERSR act	Vif-A3G inh
31	0.8	8%	-1%	-3%
32	·	-7%	-5%	-1%
33	-0.1	0%	0%	-1%
34	-0.2	0%	-4%	0%
35	0.2	-1%	0%	-4%

A different layout for 2 compounds above.
#32 CC1(C)NC(=O)N(CCC(=O)Nc2ccc(C(C)(C)C)cc2)C1=O
  12-LOX inh = 5% | ERG-DNA inh = · | D2 antag = · | RGS4 inh = · | LDHA inh = -8 | D2 ag = · | Vif-APOBEC3F blk = -7% | GRP78 ERSR act = -5% | Vif-A3G inh = -1%
#33 C/C(=N\NS(=O)(=O)c1ccc([N+](=O)[O-])cc1)c1ccc(NC(=O)c2ccco2)cc1
  12-LOX inh = -17% | ERG-DNA inh = -5% | D2 antag = -5 | RGS4 inh = -12% | LDHA inh = -4 | D2 ag = -0.1 | Vif-APOBEC3F blk = 0% | GRP78 ERSR act = 0% | Vif-A3G inh = -1%
